PHOSPHO1 block – inhibitors of human PHOSPHO1 phosphatase | recombinant PHOSPHO1, absorbance phosphatase assay | AID 1565 | Q8TCT1 | inhibition, % at 13.3 µM | 290,000 tested, 1.1% active; in the data active = inhibition above about 60%
Target sequence (Q8TCT1 whole entry, looked up): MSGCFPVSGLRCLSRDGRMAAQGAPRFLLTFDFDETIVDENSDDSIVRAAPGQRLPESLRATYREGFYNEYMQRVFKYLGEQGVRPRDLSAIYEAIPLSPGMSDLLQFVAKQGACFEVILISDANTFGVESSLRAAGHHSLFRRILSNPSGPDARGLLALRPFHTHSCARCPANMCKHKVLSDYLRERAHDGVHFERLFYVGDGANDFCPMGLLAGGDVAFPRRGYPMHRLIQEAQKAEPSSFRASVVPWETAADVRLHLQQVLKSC
DNA FID counter – displaces DNA intercalator in HCV helicase counter-screen | DNA fluorescent intercalator displacement, fluorescence | inhibition, % at 7.9 µM | 290,000 tested, 0.17% active | AID 1845; in the data active = inhibition above about 37%;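 note: 0% = vehicle and 100% = reference compound; higher means more ethidium bromide displaced from hairpin DNA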
M18AAP inhibitor – PfM18AAP enzyme inhibition | recombinant PfM18AAP, H-Glu-NHMec fluorogenic cleavage | inhibition, % at 7.35 µM | 290,000 tested, 1.2% active | AID 1822;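 active = inhibition above the campaign mean inhibition over all tested compounds plus 3 SD, cut at about 28% in these data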;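 note: 0% = plate median of test compound wells and 100% = 2 mM ZnCl2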
OXTR agonist – agonists of human oxytocin receptor | P30559 | CHO-OTR cells, Fluo-8 calcium fluorescence; normalized: DMSO 0%, oxytocin 100% | activation, % at 3 µM | 320,000 tested, 0.32% active | AID 2435;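 active = activation above the mean of all tested compounds plus 3 SD, cutoff set per screening run, cut at about 20% in these data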;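 note: peak over basal fluorescence ratio from a 100 s FLIPR kinetic read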
Target sequence (P30559 whole entry, looked up): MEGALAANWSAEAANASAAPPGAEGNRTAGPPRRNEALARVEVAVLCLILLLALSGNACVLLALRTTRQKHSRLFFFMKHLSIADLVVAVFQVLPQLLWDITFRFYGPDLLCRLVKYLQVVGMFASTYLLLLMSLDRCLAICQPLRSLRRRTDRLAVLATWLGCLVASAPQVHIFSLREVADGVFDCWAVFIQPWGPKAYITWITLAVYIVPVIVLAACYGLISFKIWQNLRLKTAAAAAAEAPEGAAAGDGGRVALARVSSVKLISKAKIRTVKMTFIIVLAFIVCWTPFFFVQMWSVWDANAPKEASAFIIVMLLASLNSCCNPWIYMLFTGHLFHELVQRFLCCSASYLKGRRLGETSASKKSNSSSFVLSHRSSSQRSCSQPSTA
GPR7 antagonist – antagonists of human GPR7 (neuropeptides B/W receptor 1) | inhibition, % at 4.4 µM | GPR7-expressing cells, fluorescence antagonist assay | 290,000 tested, 1.1% active; in the data active = inhibition above about 16%, passing the limit was not always enough;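 note: cells stimulated with the agonist NPW; 0% = agonist with vehicle and 100% = vehicle without agonist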
Target sequence (P48145 whole entry, looked up): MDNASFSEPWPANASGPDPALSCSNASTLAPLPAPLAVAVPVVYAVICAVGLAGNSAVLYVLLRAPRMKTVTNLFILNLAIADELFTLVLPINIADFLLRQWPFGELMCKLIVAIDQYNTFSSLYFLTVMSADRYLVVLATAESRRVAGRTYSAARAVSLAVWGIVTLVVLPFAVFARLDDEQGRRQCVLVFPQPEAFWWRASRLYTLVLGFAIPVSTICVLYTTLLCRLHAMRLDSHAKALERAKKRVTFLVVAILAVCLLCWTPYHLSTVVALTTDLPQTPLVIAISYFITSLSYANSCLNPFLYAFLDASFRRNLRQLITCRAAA
MEKK3 PB1 HTS – modulators (inhibitors or enhancers) of MEK5 binding to human MEKK3 PB1 domain | Q99759 | bead-based flow cytometry, Alexa488-MEK5 binding to MEKK3; actives lie on both sides; 0 = blocked by unlabeled MEK5, 100 = vehicle | binding response (% of control), % at 10 µM | 290,000 tested, 1.4% active;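 active = binding response more than 3 SD above or below the average of its plate-row segment, actives on both sides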;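 note: Alexa488 bead fluorescence after subtracting the streptavidin-only scavenger bead signal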
MEKK2 WT-MEK5 – raises or lowers MEK5 binding to wildtype human MEKK2 PB1 domain; Q9Y2U5; bead flow cytometry, Alexa488-MEK5 binding to MEKK2 WT; actives lie on both sides; binding response (% of control), % at 10 µM; 290,000 tested, 1.1% active; in the data active = binding response below about 67% or above about 130%
MEKK2mut PB1 HTS – signal of MEK5 binding to mutant human MEKK2 PB1 domain; percent response, % at 10 µM; 290,000 tested, 0.35% active; bead flow cytometry, Alexa488-MEK5 binding to MEKK2 mutant; in the data active = percent response above about 24%, passing the limit was not always enough; note: inactives centre near 1; some results filed as inactive read as strong as hits; reference of the scale not given here
NALP1 inh – inhibitors of NALP1 inflammasome in yeast; S. cerevisiae NALP1/ASC/caspase-1 growth, X-gal OD620, 72 h; inhibition, % at 10 µM; 280,000 tested, 0.61% active; AID 2071; in the data active = inhibition mostly above about 24%, no sharp cut-off; inactive = mostly below about 32%; note: some compounds called inactive have numbers as strong as hits
Numbers without * were called inactive; . = not tested or not shown; [ ] = dose if it differs, or a comment.

[1] O=C(NCCNc1ccc([N+](=O)[O-])cc1C(F)(F)F)c1ccccc1
[2] O=C(NCc1ccccc1)c1cnsn1
[3] CCN1CCN(c2nc3c(c(=O)n(C)c(=O)n3C)n2CCSc2nccc(C)n2)CC1
[4] CCOC(=O)C1=C(O)/C(=C\c2cccc(OC)c2)N=C1C
[5] CCc1oc(C(=O)O)cc1COC
[6] CCCC(=O)c1c[nH]c(C(=O)N2CCOCC2)c1
[7] CC(C)C(=O)NNC(=O)c1cc2sccc2s1
[8] COc1ccccc1Oc1ccc(S(=O)(=O)N2CCOCC2)cc1S(=O)(=O)N1CCOCC1
[9] Cc1ccnc(Nc2nc(-c3ccc(F)cc3)cs2)c1
[10] C/C=C/c1ccc(OCCCCOc2ccccc2F)c(OC)c1
compound no. | 1 | 2 | 3 | 4 | 5 | 6 | 7 | 8 | 9 | 10
PHOSPHO1 block | -14 | -15 | 15 | -5 | 11 | 41 | 29 | -29 | 19 | -12
DNA FID counter | 19 | -1 | -7 | -5 | 4 | 4 | -5 | -36 | -4 | -3
M18AAP inhibitor | 2 | 3 | -7 | 4 | -2 | 3 | -14 | 0 | -4 | -1
OXTR agonist | 2.1 | 1.6 | 0.3 | -0.1 | 1.5 | 1.1 | 0.2 | -0.6 | -2.3 | 0.0
GPR7 antagonist | 12 | 0 | -17 | -3 | -4 | -8 | -2 | -2 | -22 | -7
MEKK3 PB1 HTS | 104 | 103 | 102 | 109 | 92 | 98 | 98 | 97 | 108 | 100
MEKK2 WT-MEK5 | 99 | 102 | 98 | 104 | 96 | 99 | 100 | 97 | 116 | 102
MEKK2mut PB1 HTS | 2 | 7 | -1 | 3 | -1 | 0 | -3 | -4 | 5 | 2
NALP1 inh | 31 | 14 | 0 | -2 | 11 | -2 | -2 | -10 | 19 | 27

Three compounds already listed, sorted by SMILES length, descending:
[9] Cc1ccnc(Nc2nc(-c3ccc(F)cc3)cs2)c1
[2] O=C(NCc1ccccc1)c1cnsn1
[5] CCc1oc(C(=O)O)cc1COC
compound no. | 9 | 2 | 5
PHOSPHO1 block | 19 | -15 | 11
DNA FID counter | -4 | -1 | 4
M18AAP inhibitor | -4 | 3 | -2
OXTR agonist | -2.3 | 1.6 | 1.5
GPR7 antagonist | -22 | 0 | -4
MEKK3 PB1 HTS | 108 | 103 | 92
MEKK2 WT-MEK5 | 116 | 102 | 96
MEKK2mut PB1 HTS | 5 | 7 | -1
NALP1 inh | 19 | 14 | 11

The listing picks up, repeating the 3 entries before the break.
[8] COc1ccccc1Oc1ccc(S(=O)(=O)N2CCOCC2)cc1S(=O)(=O)N1CCOCC1
[9] Cc1ccnc(Nc2nc(-c3ccc(F)cc3)cs2)c1
[10] C/C=C/c1ccc(OCCCCOc2ccccc2F)c(OC)c1
[11] C=CCN(CC=C)Cc1c(O)ccc2c1oc(=O)c1ccccc12
[12] COc1ccc(CNC(=S)NC2CCCC2)cc1
[13] Cc1cccc(-c2nc(CN3CCCC(C(=O)NC4CCCCCC4)C3)c(C)o2)c1 (configuration not stated)
[14] CCOc1ccc(CCNC(=O)c2ccc(CS(=O)Cc3cccc(Cl)c3)o2)cc1 (configuration not stated)
[15] Cc1cc2oc(=O)cc(CN3CCCc4ccccc43)c2cc1C
[16] O=C(OCn1nnc2ccccc2c1=O)c1ccc2ncsc2c1
[17] O=C(Cc1ccsc1)Nc1ccc(Cl)cc1Cl
[18] COCCNC(=S)NN=C1CCCCC1
[19] O=C(CN1CCN(c2ccccn2)CC1)Nc1ccc(F)c(F)c1
[20] O=C(CN(C(=O)CCC(=O)Nc1nccs1)c1ccc(F)c(Cl)c1)NCc1ccco1
compound no. | 8 | 9 | 10 | 11 | 12 | 13 | 14 | 15 | 16 | 17 | 18 | 19 | 20
PHOSPHO1 block | -29 | 19 | -12 | . | -2 | 24 | 29 | 74* | 18 | 9 | 22 | 37 | -16
DNA FID counter | -36 | -4 | -3 | 4 | -1 | 13 | -56 | -1 | -6 | -6 | -3 | -13 | -4
M18AAP inhibitor | 0 | -4 | -1 | 20 | -1 | 5 | 0 | 16 | -17 | -5 | 6 | 0 | -7
OXTR agonist | -0.6 | -2.3 | 0.0 | -0.4 | 0.7 | 1.8 | 3.9 | -1.9 | 1.4 | -1.6 | -0.3 | 1.1 | -0.1
GPR7 antagonist | -2 | -22 | -7 | -8 | -2 | -1 | 0 | 4 | 6 | -14 | 5 | 8 | 0
MEKK3 PB1 HTS | 97 | 108 | 100 | 91 | 92 | 105 | 103 | 105 | 98 | 98 | 98 | 103 | 104
MEKK2 WT-MEK5 | 97 | 116 | 102 | 90 | 101 | 123 | 102 | . | 99 | 98 | 93 | 105 | 106
MEKK2mut PB1 HTS | -4 | 5 | 2 | -9 | 7 | 5 | 3 | 228* | -4 | 6 | -11 | 1 | 5
NALP1 inh | -10 | 19 | 27 | . | 23 | -7 | -8 | -23 | 5 | 4 | 38 | 18 | 14

[21] O=C1CC(C(=O)N(c2ccc(F)cc2)C(C(=O)NC2CCCC2)c2ccccn2)CS1 (configuration not stated)
[22] COc1cc(S(=O)(=O)NCc2ccncc2)c(OC)cc1C
[23] Brc1ccccc1-c1nc(-c2ccccc2)no1
[24] C=CCn1c(SCC(=O)OCC)nc(C(F)(F)F)cc1=O
[25] CC(C)(C)C(=O)NC1CC2CCCC(C1)N2C(=O)Nc1cccc(Cl)c1 (configuration not stated)
[26] COCCSc1nc2sc3c(c2c(=O)n1-c1ccccc1)CCN(C)C3
[27] O=C1CC(Nc2ccc(N3CCOCC3)cc2)C(=O)N1CCc1ccccc1 (configuration not stated)
[28] Cc1cc(S(=O)(=O)NC(C)C)ccc1OCC(=O)NCc1ccccc1
[29] Cc1nc2ccc(S(=O)(=O)NCC(=O)N3CCC(N4CCCCC4)CC3)cc2s1
[30] CC(=Nc1cccc(C)c1)c1sc2ccccc2c1O
compound no. | 21 | 22 | 23 | 24 | 25 | 26 | 27 | 28 | 29 | 30
PHOSPHO1 block | 44 | 15 | 6 | 4 | 35 | 40 | -3 | 33 | 3 | 35
DNA FID counter | -18 | -6 | -4 | -4 | -28 | -5 | -27 | -6 | 9 | 3
M18AAP inhibitor | -10 | -4 | -15 | 1 | -1 | -3 | 20 | -10 | 10 | 1
OXTR agonist | -1.2 | 4.4 | -1.9 | -1.7 | -0.6 | 0.4 | 8.9 | 1.3 | 0.7 | 3.1
GPR7 antagonist | -11 | -10 | 0 | -8 | -11 | -8 | -7 | -7 | -4 | 15
MEKK3 PB1 HTS | 110 | 96 | 111 | 99 | 113 | 101 | 101 | 95 | 101 | 92
MEKK2 WT-MEK5 | 109 | 93 | 105 | 96 | 112 | 99 | 102 | 89 | 102 | 82
MEKK2mut PB1 HTS | 6 | 3 | 9 | -4 | 15 | 5 | 4 | -8 | 4 | -7
NALP1 inh | -1 | 6 | -5 | 8 | 8 | 12 | 7 | 2 | -4 | 41

[31] Cc1ccc(S(=O)(=O)C2C(=O)NC3(C)CC2c2ccccc2O3)cc1 (configuration not stated)
[32] Cc1nn(-c2ccc(C(=O)Nc3nnc(C4CC4)s3)cc2)c(C)c1Cl
[33] CCc1ccc(N(C(=O)CCC(=O)Nc2cc(C)on2)C(C(=O)NC(C)(C)C)c2ccc(OC)cc2)cc1 (configuration not stated)
[34] C/C=C/c1ccc(OCCCCN2CCN(CC)CC2)c(OC)c1
[35] O=C(CCC1CCCN(C(=O)COc2ccccc2)C1)N1CCN(c2ccccn2)CC1 (configuration not stated)
[36] O=C(COC(=O)c1ccc([N+](=O)[O-])s1)Nc1cccc(S(=O)(=O)NC2=NCCCCC2)c1
[37] COCc1c(C(=O)N/N=C/c2cccc3ccccc23)nnn1-c1nonc1N
[38] CC(C)CC(c1nnnn1C(C)C)N1CCN(c2cccc(Cl)c2)CC1 (configuration not stated)
[39] COc1ccc(N(Cc2ccccc2)C(=O)CSc2nnc(Cn3nnc4ccccc43)o2)cc1
[40] COc1ccc(/C=N/Nc2ccc([N+](=O)[O-])cc2)cc1O
compound no. | 31 | 32 | 33 | 34 | 35 | 36 | 37 | 38 | 39 | 40
PHOSPHO1 block | 6 | -11 | 23 | 37 | 16 | 8 | 23 | 24 | 15 | 24
DNA FID counter | -13 | -7 | -44 | 17 | -34 | -4 | -7 | -7 | -21 | 21
M18AAP inhibitor | -2 | 4 | 2 | 1 | -6 | 11 | -3 | 6 | -11 | 48*
OXTR agonist | -1.3 | -0.7 | -0.6 | -0.4 | -1.0 | 2.3 | 0.1 | -1.5 | -0.4 | 2.9
GPR7 antagonist | -10 | -9 | -2 | -10 | -12 | 9 | -7 | 8 | -2 | 30*
MEKK3 PB1 HTS | 97 | 99 | 105 | 99 | 101 | 99 | 103 | 93 | 101 | 111
MEKK2 WT-MEK5 | 100 | 98 | 102 | 99 | 102 | 98 | 100 | 93 | 102 | 103
MEKK2mut PB1 HTS | 9 | -1 | 1 | -6 | 2 | -5 | 1 | -4 | 4 | 8
NALP1 inh | 11 | 16 | 16 | 5 | 1 | -5 | 1 | 24 | 13 | 21

[41] CCCc1cc(C(=O)Nc2ccc(C(=O)OC)cc2)cs1
[42] O=c1[nH]c(C2CCN(S(=O)(=O)c3ccccc3C(F)(F)F)CC2)nc2c1nnn2Cc1ccccc1
[43] FC(F)Oc1cccc(NC(=S)N2CCN(c3ccccn3)CC2)c1
[44] Cn1c(N/N=C/c2ccccc2)nc2sc3c(c2c1=O)CCC3
[45] Cc1c(O)ccc2c(CC(=O)N[C@@H](Cc3ccccc3)C(=O)O)cc(=O)oc12
[46] COc1ccc(C)cc1NC(=O)C1CCCN(S(=O)(=O)c2ccc3[nH]c(=O)ccc3c2)C1 (configuration not stated)
[47] CN1CCN(C(=O)c2ccc(Cn3cc(Cl)cn3)o2)CC1
[48] O=C(NCc1ccco1)C(c1ccc(F)cc1)N(CC1CCCO1)C(=O)Cn1nnc2ccccc21 (configuration not stated)
[49] COC(=O)c1ccc(CSc2nnc3sc4ccccc4n23)o1
[50] Cc1ccc(NC(=O)CN(C)C(=O)CN2C(=O)NC(C)(c3ccccc3)C2=O)cc1 (configuration not stated)
compound no. | 41 | 42 | 43 | 44 | 45 | 46 | 47 | 48 | 49 | 50
PHOSPHO1 block | 31 | 26 | 0 | 14 | . | 43 | 32 | -13 | 15 | 21
DNA FID counter | -34 | -24 | -5 | -3 | -7 | -60 | -1 | -25 | -13 | -18
M18AAP inhibitor | 8 | 4 | -1 | 18 | -4 | 4 | -13 | -2 | 6 | 0
OXTR agonist | . | -1.7 | -0.1 | -1.1 | . | 1.6 | 0.5 | -0.1 | -0.4 | -1.0
GPR7 antagonist | -10 | 13 | -20 | 6 | -13 | -17 | -13 | -11 | -5 | -7
MEKK3 PB1 HTS | 103 | 103 | 97 | 103 | 108 | 100 | 103 | 105 | . | 79*[inhibitor]
MEKK2 WT-MEK5 | 103 | 95 | 97 | 101 | 107 | 102 | 98 | 102 | . | 91
MEKK2mut PB1 HTS | 4 | -3 | -5 | 1 | 8 | 6 | -2 | 1 | . | -5
NALP1 inh | -9 | 20 | 16 | -43 | 6 | 12 | 0 | 3 | 9 | -19

[51] CCn1cc(CCC(=O)O)c(C)n1
[52] O=C(OCC(=O)N1CCOCC1)c1ccccc1Br
[53] N[C@@]12CCc3nonc3[C@]1(O)CC(c1ccccc1)=[N+]2[O-]
[54] Cc1ccccc1NC(=O)C[n+]1cc(-c2ccccc2)n2c1CCC2
compound no. | 51 | 52 | 53 | 54
PHOSPHO1 block | 36 | 32 | -7 | -17
DNA FID counter | 4 | -2 | 1 | 2
M18AAP inhibitor | -8 | 1 | -1 | -3
OXTR agonist | -0.2 | 0.2 | 0.4 | -0.7
GPR7 antagonist | -5 | -5 | -10 | -5
MEKK3 PB1 HTS | 109 | 98 | 100 | 96
MEKK2 WT-MEK5 | 107 | 101 | 101 | 100
MEKK2mut PB1 HTS | -1 | 0 | 1 | -16
NALP1 inh | 4 | 10 | 16 | -14
